GIRK2 act: Activators of human GIRK2-containing channels; HEK293 GIRK2/NPY4 cells, thallium flux fluorescence; activation (% efficacy), % for hits at 37.5 µM; 34,000 tested, under 10 active; AID 1259324;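 active = primary screen hit, no activity in plain HEK293 cells, and in GIRK2-only cells above 5% efficacy rising with concentration; inactive = the rest, including fluorescent compounds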;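 also: efficacy is normalized control-subtracted fluorescence 15 s after thallium addition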
Target sequence (P48051 whole entry, looked up): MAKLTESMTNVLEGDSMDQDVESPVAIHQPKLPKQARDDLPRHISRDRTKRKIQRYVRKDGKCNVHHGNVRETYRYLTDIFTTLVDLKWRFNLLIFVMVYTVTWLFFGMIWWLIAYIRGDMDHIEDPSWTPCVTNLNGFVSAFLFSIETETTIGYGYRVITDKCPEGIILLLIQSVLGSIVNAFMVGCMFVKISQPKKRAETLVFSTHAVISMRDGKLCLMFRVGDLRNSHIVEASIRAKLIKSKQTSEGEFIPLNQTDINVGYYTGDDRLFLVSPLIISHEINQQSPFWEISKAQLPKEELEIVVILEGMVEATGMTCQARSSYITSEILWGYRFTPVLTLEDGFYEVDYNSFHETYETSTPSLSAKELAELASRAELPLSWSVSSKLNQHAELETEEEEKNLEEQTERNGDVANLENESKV
Calls only; i = inactive. Only part of the results is shown; count on the stated rates, not on these rows.

Molecule	GIRK2 act
O=C1CCC(C(=O)Nc2nc(CC(=O)N3CCc4ccccc43)cs2)N1 (stereo not given)	i
CCOc1ccc(S(=O)(=O)Nc2ccc(CC(=O)NCc3cccs3)cc2)cc1F	i
O=C(c1cnn2ccccc12)N1CCN(C(=O)C2(c3ccccc3)CCOCC2)CC1	i
O=c1ccn(CCc2nnc(SCc3ccccc3)o2)c(=O)[nH]1	i
Cc1nc(C)n(C(C)CC(=O)N2CCN(S(=O)(=O)c3ccc(Cl)cc3)CC2)n1 (stereo not given)	i
CCn1ccc(C(=O)Nc2nc3c(OC)ccc(Cl)c3s2)n1	i
COc1cccc(C(=O)Nc2ccc3c(c2)CCCN3S(C)(=O)=O)c1	i
COc1cc(S(=O)(=O)N2CCN(Cc3ccc4c(c3)OCO4)CC2)c(C)cc1C	i
O=C(NCC1CCCO1)C(=O)Nc1ccc(F)c([N+](=O)[O-])c1 (stereo not given)	i
CC(=O)Nc1ccc(SCC(N)=O)nn1	i
COc1ccc(CCC(=O)NCCS(=O)(=O)N2CCN(c3ccccn3)CC2)cc1	i
O=C(NCC(O)C1CCCCC1)Nc1ccccc1 (stereo not given)	i
CC(C)(C)c1cc(NC(=O)c2ccccc2C(F)(F)F)n(CCO)n1	i
CCCOc1ccc(-c2csc(NC(=O)C3CCCN(S(C)(=O)=O)C3)n2)cc1 (stereo not given)	i
O=C(NCCS(=O)(=O)N1CCN(c2ccccn2)CC1)c1cnccn1	i
CC(=O)Nc1ccc(C(=O)NCCNC(=O)C2CC2)cc1	i
COc1cc(-c2ccc(SCC(=O)Nc3ccccc3C(F)(F)F)nn2)cc(OC)c1OC	i
O=C(CCc1csc(NS(=O)(=O)c2ccccc2)n1)N1CCCC1	i
O=C(C1CC1)N1CCc2ccc(NS(=O)(=O)c3ccc4c(c3)CCCC4)cc21	i
Cc1ccc(C#N)c(Cl)n1	i

An excerpt from above in order of count of non-hydrogen atoms, smallest number first.
Molecule	GIRK2 act
O=C(CCc1csc(NS(=O)(=O)c2ccccc2)n1)N1CCCC1	i
O=C(NCCS(=O)(=O)N1CCN(c2ccccn2)CC1)c1cnccn1	i
Cc1nc(C)n(C(C)CC(=O)N2CCN(S(=O)(=O)c3ccc(Cl)cc3)CC2)n1 (stereo not given)	i
COc1cc(S(=O)(=O)N2CCN(Cc3ccc4c(c3)OCO4)CC2)c(C)cc1C	i
O=C(c1cnn2ccccc12)N1CCN(C(=O)C2(c3ccccc3)CCOCC2)CC1	i

Following part
Molecule	GIRK2 act
CC(=O)c1ccc(NC(=O)Cn2c3ccccc3c3ncn(Cc4ccccc4)c(=O)c32)cc1	i
Cc1ccc(CNC(=O)C(=O)NCCCN2CCOC(c3ccccc3)C2)cc1 (stereo not given)	i
O=C(Cn1cc(-c2nc(-c3ccc(Cl)cc3)no2)ccc1=O)NCCCc1ccccc1	i
CN(C)C(CNC(=O)C(=O)NCCC1=CCCCC1)c1ccsc1 (stereo not given)	i
COc1cc(/C=C/C(=O)N2CCC(Cn3nc(C)cc3C)CC2)cc(OC)c1OC	i
Cc1nc(NCCO)nc(N2CCOCC2)c1[N+](=O)[O-]	i
COc1ccc(S(=O)(=O)Cc2nc(-c3ccc(OC)c(OC)c3)no2)cc1	i
COc1ccc(Cl)cc1NC(=O)COC(=O)CCCC1=NS(=O)(=O)c2ccccc2N1	i
O=C(Cn1c2c(c(=O)n(C3CCCCC3)c1=O)CCC2)NC1CCCC1	i
O=C(NCCc1csc(-c2ccc(F)cc2)n1)Nc1ccccc1C(F)(F)F	i
COC(=O)N1CCC(CNC(=O)C(=O)NCc2cccs2)CC1	i
CS(=O)(=O)N1CCC(C(=O)Nc2ccc3c(c2)N(C(=O)C2CC2)CC3)CC1	i
COc1c(C)cc(S(=O)(=O)Nc2ccc3c(c2)N(C(=O)C2CC2)CC3)cc1C	i
CCOC(=O)C1CCN(C(=O)NCc2cccs2)CC1	i
CC(C)c1ccc(NC(=O)CSc2ccc(NC(=O)C3CC3)nn2)cc1	i
COc1cccc2sc(NC(=O)c3ccc(S(=O)(=O)N(C)C4CCCC4)cc3)nc12	i
COc1ccc(-c2cc(=O)n(CC(=O)Nc3ccc(C(N)=O)cc3)cn2)cc1	i
O=C(NCCN1CCOC(c2ccccc2)C1)C(=O)NCc1ccccc1Cl (stereo not given)	i
COC(=O)c1ccc(NC(=O)c2sccc2N(C)S(=O)(=O)c2ccccc2)cc1	i
COc1ccc(Cl)cc1NC(=O)Cn1cc(OC)c(=O)cc1CSc1ncccn1	i

Continuation:
Molecule	GIRK2 act
CCC(=O)N1CCCc2ccc(NC(=O)Nc3cccs3)cc21	i
Cc1cccc(CS(=O)(=O)NCC(c2ccco2)N(C)C)c1 (stereo not given)	i
COc1ccc(NC(=O)Cn2cnc3c(-c4ccccc4)csc3c2=O)cc1Cl	i
Cc1nn(C2CCS(=O)(=O)C2)c2nc(-c3ccco3)cc(C(=O)Nc3ccc(C(N)=O)cc3)c12 (stereo not given)	i
Cc1cc(C(=O)Nc2nc(-c3ccccc3)c(C(=O)c3ccccc3)s2)on1	i
O=C(NCc1ccccc1)C1CN(C(=O)COc2ccccc2F)C1	i
O=C(NCCCCN1CCOC(c2ccccc2)C1)C12CC3CC(CC(C3)C1)C2 (stereo not given)	i
O=C(NCC1CCN(C(=O)Oc2ccccc2)CC1)C(=O)Nc1ccc(F)c(Cl)c1	i
CC(NC(=O)CSc1nccc(=O)[nH]1)c1ccccc1 (stereo not given)	i
CC1CCCCN1S(=O)(=O)c1ccc(C(=O)Nc2ccc3ncsc3c2)cc1 (stereo not given)	i
COc1ccc(C(=O)Nc2ccc3c(c2)CCC(=O)N3Cc2ccccc2)c(OC)c1	i
O=C(CSc1nc2ccccc2s1)N1CCN(c2ccc(-c3ccco3)nn2)CC1	i
Cc1ccc2c(c1)NC(SCC(=O)Nc1ccc(Cl)cc1)=NS2(=O)=O	i
COc1ccc(-c2nnc(SCC(=O)Nc3cc(C)cc(C)c3)n2N)cc1OC	i
CCCN1C(=O)NC2(CCN(C(=O)Cc3ccc(OC)cc3)CC2)C1=O	i
CSCCC(C)(O)CNS(=O)(=O)c1ccc(F)cc1C (stereo not given)	i
COc1cccc(OC)c1C(=O)NCCN1CCC(c2cccs2)CC1	i
COc1ccc(-c2ccc(=O)n(CCCNC(=O)C3CCCCC3)n2)cc1	i
O=C(CCSc1ccccc1)NCCOc1ccc2nnc(-c3ccccc3)n2n1	i
NCC1(c2cccs2)CCCC1	i

(next part)
Molecule	GIRK2 act
COC(=O)Cn1c(=NC(=O)c2ccnn2C(C)C)sc2cc(F)cc(F)c21	i
Cc1ccnc(Nc2ccc(NCCNC(=O)Cc3cccs3)nn2)c1	i
COc1cc(OC)cc(C(=O)N2CCN(Cc3nnnn3-c3ccc(F)c(F)c3)CC2)c1	i
CCCN1C(=O)NC2(CCN(C(=O)Nc3ccc(F)cc3)CC2)C1=O	i
O=C(NCCn1ncc2c(N3CCN(c4ccc(F)cc4)CC3)ncnc21)c1ccc(F)c(F)c1	i
CC(=O)N1CC(C(=O)NCCC(c2ccccc2)c2ccccc2)C1	i
CCCNC(=O)c1cc2c(=O)n3cc(C)ccc3nc2n1Cc1ccccc1	i
COc1ccc(SCCC(=O)Nc2nc3c(F)cc(F)cc3s2)cc1	i
Cc1cc(NC(=O)Nc2ccccc2)ccc1N1CCCCC1=O	i
CC(=O)Nc1ccc(NC(=O)c2cc(-c3ccc(Cl)cc3)oc2C)cc1	i
CCCc1cc(=O)n(CC(=O)Nc2cnc3ccccc3c2)cn1	i
COCCn1nnn(-c2ccc(NS(=O)(=O)c3cccc(F)c3)cc2)c1=O	i
COc1ccc(S(=O)(=O)CC(=O)Nc2nc3c(C)cc(Cl)cc3s2)cc1	i
COc1ccc(OC)c(S(=O)(=O)Nc2cccc(N3CCCCC3=O)c2)c1	i
CCc1nnc2ccc(N3CCN(S(=O)(=O)c4ccc(OC)c(F)c4)CC3)nn12	i
O=C(NCC1CCN(c2ccccn2)CC1)c1ccc(Cl)c(Cl)c1	i
CCc1ccccc1OCC(=O)Nc1cccc(OC)c1	i
COc1cc(C(=O)NCC(c2ccc(C)cc2)N2CCOCC2)cc(OC)c1OC (stereo not given)	i
CCCCN1C(=O)CCc2cc(NC(=O)c3ccccc3OC)ccc21	i
COc1ccc(CN2C(=O)N(Cc3cc(=O)n4ccccc4n3)c3ccccc3S2(=O)=O)cc1	i

Pulled by structure from above, 5 records:
Molecule	GIRK2 act
COc1ccc(OC)c(S(=O)(=O)Nc2cccc(N3CCCCC3=O)c2)c1	i
COc1cc(C(=O)NCC(c2ccc(C)cc2)N2CCOCC2)cc(OC)c1OC (stereo not given)	i
Cc1ccnc(Nc2ccc(NCCNC(=O)Cc3cccs3)nn2)c1	i
COc1ccc(S(=O)(=O)CC(=O)Nc2nc3c(C)cc(Cl)cc3s2)cc1	i
CCCNC(=O)c1cc2c(=O)n3cc(C)ccc3nc2n1Cc1ccccc1	i

(next part)
Molecule	GIRK2 act
Cc1cc(C)cc(OCC(=O)NCCCn2nc(-c3ccco3)ccc2=O)c1	i
O=C(Cc1noc2ccccc12)Nc1ccc(Nc2cc(-n3ccnc3)ncn2)cc1	i
Cc1nnsc1C(=O)NC1CNC(=O)C1 (stereo not given)	i
Cc1cn2c3c(=O)n(Cc4c(Cl)cccc4Cl)c(=O)n(C)c3nc2n1CCO	i
CC(C)(Oc1ccc(Cl)cc1)C(=O)Nc1cc(C(C)(C)C)nn1CCO	i
CSc1ccccc1CN1CCC(CNC(=O)C(=O)NCc2cccs2)CC1	i
O=C(Nc1ccc(Cl)cc1)N1CCC2(CC1)NC(=O)N(CCOc1ccccc1)C2=O	i
CCOC(=O)C1CCc2sc(NC(=O)c3cc(Cl)ccn3)nc21 (stereo not given)	i
Cc1nccn1CCNC(=O)C(=O)NC(C)(C)C	i
CCOc1ccc(C(=O)Nc2cc(-c3cn4nc(OC)ccc4n3)ccc2C)cc1OCC	i
CC(C)(C)c1ccc(C(=O)NNC(=O)c2cccn(Cc3ccc(F)cc3)c2=O)cc1	i
CCCCOc1ccc(S(=O)(=O)NCCn2nc(-c3ccncc3)ccc2=O)cc1	i
COc1ccc(CNC(=O)C(=O)NCC2CCN(Cc3ccco3)CC2)cc1	i
CC(C)(C)n1ncc2c(=O)n(NC(=O)c3c(F)cccc3Cl)cnc21	i
CCOC(=O)CCC(=O)NCC1CCN(C(=O)c2snnc2C)CC1	i
Cc1nn(-c2ccccc2)c(C)c1N1CCNCC1	i
CC(C)CCNC(=O)C(=O)Nc1c2c(nn1-c1ccc(Cl)cc1)CS(=O)(=O)C2	i
COC(=O)Cn1c(=NC(=O)c2cc(C)no2)sc2cc(F)cc(F)c21	i
O=C(NCCS(=O)(=O)N1CCN(c2ccccn2)CC1)c1ccco1	i
Cc1cc(NS(=O)(=O)c2cccc(Cl)c2)ccc1N1CCCC1=O	i

The results go on.
Molecule	GIRK2 act
CC(C)S(=O)(=O)c1cccc(C(=O)Nc2nc3cc4c(cc3s2)OCO4)c1	i
COc1ccc2c(CC(=O)N3CCCC3)cc(=O)oc2c1	i
Cc1cccc(CC(=O)NCC2(c3cccs3)CCCC2)c1	i
Cc1ccc(C)c(C(=O)Nc2ccc(Oc3ccc(C)nn3)cc2)c1	i
O=C(Cc1ccc(NS(=O)(=O)/C=C/c2ccccc2)cc1)N1CCC(O)CC1	i
CN(C)CCCN(C(=O)c1ccnn1C)c1nc2ccc(F)cc2s1	i
COc1cc(C2CC(=O)N3CN(c4ccc(F)cc4)CSC3=C2C#N)cc(Br)c1O (stereo not given)	i
O=C(NCc1nc2ccccc2n1CCCc1ccccc1)c1ccco1	i
COc1ccccc1CNC(=O)C(=O)NCC(c1cccc2ccccc12)N(C)C (stereo not given)	i
N#Cc1cccc(C(=O)NCC2CCN(c3ncccn3)CC2)c1	i
CN(C)CCNC(=O)C(=O)Nc1ccc2c(c1)OCCO2	i
Cc1ccc(S(=O)(=O)NCC2CCN(C(=O)COc3ccccc3)CC2)cc1C	i
Cc1ccnc(OCC(=O)Nc2ccc(Nc3ccc(-n4cccn4)nn3)cc2)n1	i
O=C(NCCS(=O)(=O)N1CCN(c2ncccn2)CC1)C1CC1	i
O=C1NC(=O)C2(CCN(C(=O)c3c(F)cccc3F)CC2)N1	i
Cc1cc(NC(=O)Cc2ccc(S(C)(=O)=O)cc2)n(-c2ccccc2)n1	i
O=C(c1ccc(=O)n(Cc2ccc(F)cc2)n1)N1CCN(c2ccccc2F)CC1	i
COc1ccc2nc(-c3ccc(NC(=O)c4ccco4)cc3)cn2n1	i
O=C(Nc1ccc(F)cc1)c1csc(NS(=O)(=O)c2ccccc2)n1	i
COc1cccc(CNS(=O)(=O)c2cc3c4c(c2)CCN4C(=O)CC3)c1	i

Carrying on.
Molecule	GIRK2 act
COCCCn1c(N)c(S(=O)(=O)c2ccc(Cl)cc2)c2nc3ccccc3nc21	i
COc1cccc(C(CNC(=O)C(=O)Nc2ccccc2C#N)N2CCOCC2)c1 (stereo not given)	i
Cc1cc(C(=O)N2CCOCC2)nn1CC(=O)Nc1nc2ccccc2s1	i
O=C(NCC1CCN(S(=O)(=O)C2CC2)CC1)C(=O)Nc1cccc(C(F)(F)F)c1	i
CSc1ccccc1CN1CCC(CNC(=O)Nc2ccccc2C)CC1	i
COc1ccc(CCC(=O)NCC(C)(O)c2ccccc2)cc1 (stereo not given)	i
COc1ccccc1CC(=O)NCCOc1ccc2nnc(-c3ccc(F)cc3)n2n1	i
Cc1c(Cl)cccc1NC(=O)CCCn1nc(-c2cccs2)ccc1=O	i
O=C(Cc1cc(-c2cccs2)on1)NCc1ccco1	i
COc1ccc(-c2cc3c(=O)n(Cc4nc(-c5ccc(Br)cc5)no4)ccn3n2)cc1	i
